FAS-TE inh: FAS thioesterase (human) inhibition | recombinant FAS-TE, OMFH fluorogenic substrate, fluorescence endpoint | actives 0.67% (n = 360,000) | inhibition, % at 15 µM | AID 602261;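 active = compounds whose normalised, plate-corrected inhibition of enzyme fluorescence in the single-dose primary screen is 50% or more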;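 also: 0% = DMSO with enzyme and 100% = substrate without enzyme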
Rin1-Abl PPI inh: human Rin1-Abl interaction inhibition; actives 0.4% (n = 360,000); inhibition, % at 7.35 µM; TR-FRET Rin1/Abl binding, biochemical; AID 588664; P00519+Q13671; in the data active = inhibition above about 5%, passing the limit was not always enough
Neddylation inh: blocks human cullin neddylation; P61081+Q13564; TR-FRET cullin neddylation, biochemical; calls only at 25 µM; actives 0.58% (n = 360,000); AID 651699; in the data active = inhibition above about 36%
Target sequence (P61081 whole entry, looked up): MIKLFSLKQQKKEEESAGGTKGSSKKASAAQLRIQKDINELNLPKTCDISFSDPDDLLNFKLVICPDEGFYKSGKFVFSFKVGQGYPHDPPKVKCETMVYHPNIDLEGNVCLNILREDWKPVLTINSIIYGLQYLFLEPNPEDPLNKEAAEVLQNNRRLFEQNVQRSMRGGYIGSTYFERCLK
Target sequence (Q13564 whole entry, looked up): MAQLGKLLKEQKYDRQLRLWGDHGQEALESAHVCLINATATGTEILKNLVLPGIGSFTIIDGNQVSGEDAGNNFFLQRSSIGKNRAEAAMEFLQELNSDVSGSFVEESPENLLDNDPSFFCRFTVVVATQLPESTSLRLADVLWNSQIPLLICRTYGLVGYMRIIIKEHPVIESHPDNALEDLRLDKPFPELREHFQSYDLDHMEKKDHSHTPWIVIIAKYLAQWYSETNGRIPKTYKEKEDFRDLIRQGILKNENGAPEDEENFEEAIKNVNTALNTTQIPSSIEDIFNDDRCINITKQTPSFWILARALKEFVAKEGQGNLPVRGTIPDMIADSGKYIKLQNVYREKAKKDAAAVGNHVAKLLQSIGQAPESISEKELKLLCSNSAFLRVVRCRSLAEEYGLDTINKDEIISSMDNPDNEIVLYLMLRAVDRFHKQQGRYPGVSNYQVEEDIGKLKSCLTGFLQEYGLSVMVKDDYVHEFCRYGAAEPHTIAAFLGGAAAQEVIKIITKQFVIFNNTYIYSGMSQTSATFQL
MLLE-PAM2 inh: blocks PAM2 peptide binding to the PABP1 MLLE domain. P11940. GST-MLLE / FITC-PAM2 fluorescence polarization. inhibition, % at 20 µM. actives 0.36% (n = 360,000). AID 588489; in the data active = inhibition above about 35%, passing the limit was not always enough;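 also: plate controls were DMSO wells with GST-MLLE for no effect and wells lacking GST-MLLE protein for full effect; some results filed as inactive read as strong as hits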
NadD inh: blocks S. aureus nicotinate mononucleotide adenylyltransferase; purified NadD enzyme, colorimetric absorbance read-out; inhibition, % at 20 µM; actives 0.78% (n = 360,000); AID 602399; in the data active = inhibition above about 26%; also: some compounds past the cut are filed as inactive
SKN-1 block: blocks SKN-1 activity in C. elegans; actives 0.49% (n = 360,000); C. elegans VP596 Pgst-4::GFP/RFP ratio, acrylamide-induced, 24 h; inhibition, % at 21.8 µM;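 active = interference check ratio from 0.5 to 1.5 plus GFP to RFP signal ratio inhibition reaching or exceeding a fixed threshold, cut at about 30% in these data, passing the limit was not always enough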; also: some compounds called inactive have numbers as strong as hits
CSN deneddyl inh: CSN deneddylation inhibition; Q92905; inhibition, % at 12.5 µM; Purified CSN, SCF-Nedd8-OG deneddylation, fluorescence polarization; actives 0.38% (n = 360,000);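 active = pattern-corrected inhibition above about 35%, with an unprinted fluorescence ratio check between 0.5 and 1.5, limit read from the data, passing the limit was not always enough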;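 also: 0% = enzyme with substrate and 100% = substrate without enzyme; some results filed as inactive read as strong as hits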
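assay system = purified human Csn5 enzyme expressed in HEK293T cells | amount = 0.24 nM enzyme | buffer or medium = Tris/NaCl/DTT buffer, pH 7.5 | reagent = 10 nM SCFSkp2-Nedd8OG | compound = one concentration, 12.5 µM, 0.25% DMSO | times = 90 min reaction at room temperature | signal = FP | read-out basis = % inhibition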
Rpn11 inh: Rpn11 (human) deubiquitinase inhibition; human 26S proteasome, Ub4-pepOG fluorescence polarization; 20S core pre-blocked with epoxomicin; AID 588493; O00487; actives 0.59% (n = 360,000); calls only at 20 µM;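 active = inhibition at 20 µM, scaled to each plate's controls, above about 33%, limit read from the data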
Target sequence (O00487 whole entry, looked up): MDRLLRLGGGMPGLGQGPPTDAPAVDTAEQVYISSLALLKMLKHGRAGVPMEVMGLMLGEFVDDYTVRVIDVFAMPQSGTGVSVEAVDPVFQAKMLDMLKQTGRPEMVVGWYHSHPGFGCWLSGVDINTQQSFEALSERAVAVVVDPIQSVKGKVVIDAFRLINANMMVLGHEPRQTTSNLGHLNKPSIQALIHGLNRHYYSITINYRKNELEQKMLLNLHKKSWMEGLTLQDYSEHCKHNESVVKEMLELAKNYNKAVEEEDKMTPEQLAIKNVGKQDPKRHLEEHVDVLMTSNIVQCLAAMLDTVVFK
MT1-MMP act inh: inhibitors of human MT1-MMP activation; P50281; HT1080 RFP-PRO-GFP cells, GFP/RFP ratio fluorescence, overnight; percent of plate control window, DMSO zero; GFP/RFP ratio change, % at 20 µM; actives 0.061% (n = 360,000);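 active = GFP/RFP ratio change of at least 30% with cell ATP level not reduced by more than half and red fluorescence within 50% of control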; also: strong numbers were not always called active
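Read-out: GFP/RFP fluorescence ratio; Test system: RFP-PRO-GFP reporter HT1080 cells; Compound dosing: single-point 20 µM compound, 1% DMSO; Times: overnight compound exposure at 37 °C.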
Numbers without * were called inactive; i = inactive; / = not tested or not shown.

SMILES	FAS-TE inh	Rin1-Abl PPI inh	Neddylation inh	MLLE-PAM2 inh	NadD inh	SKN-1 block	CSN deneddyl inh	Rpn11 inh	MT1-MMP act inh
O=c1nc(N/N=C/c2c[nH]c3ccccc23)cn[nH]1	-4.7	-4.2	i	-23.6	-7.3	-0.5	3.0	i	6.4
CCOc1ccccc1OCc1nn2c(-c3ccc(C)cc3)nnc2s1	15.0	0.1	i	-49.6	-8.0	7.0	-0.9	i	4.6
O=C(Nc1ccc(S(=O)(=O)N2CCc3ccccc32)cc1)C(F)(F)F	9.2	0.5	i	1.6	-12.4	-4.4	-4.2	i	1.9
COc1ccc(NC(=S)N2CCN(Cc3ccc(C)cc3)CC2)cc1	-1.6	5.0	i	-112.9	0.9	9.7	-0.6	i	1.1
COCCN(C(=O)COC(=O)CC(C)c1ccccc1)c1c(N)n(Cc2ccccc2)c(=O)[nH]c1=O (stereo not given)	-6.2	2.5	i	1.3	-4.5	5.4	-2.9	i	0.9
O=C(NC1CCOC1)c1ccc(OC2CCN(CCc3ccccc3)CC2)cc1 (stereo not given)	-3.5	1.8	i	-5.0	-4.2	1.9	-0.3	i	-2.5
CCOC(=O)C1=C(C)NC(=S)NC1c1ccc(-c2cccc(Cl)c2C)o1 (stereo not given)	17.9	2.2	i	16.5	9.5	-1.7	-0.6	i	-11.8
O=C(c1cc2ccccc2o1)N1CCN=C1SCc1cccc(F)c1	15.3	0.2	i	7.8	16.8	6.1	-1.2	i	1.3
COCCCNC(=O)CSc1nc2cc(C(=O)NCCOC)ccc2c(=O)n1Cc1ccc2c(c1)OCO2	-7.8	4.2	i	-11.3	-3.8	2.9	-1.6	i	1.1
Cc1cccc(-n2nnnc2SC(C)C(=O)NCCC2=CCCCC2)c1 (stereo not given)	8.1	-2.0	i	-22.8	-3.2	7.5	1.4	i	-3.7
CCOc1ccc(C(C)=O)cc1CN1C(=O)NC2(CCCCC2C)C1=O (stereo not given)	-6.8	-3.9	i	7.2	-2.9	-12.7	0.8	i	3.7
CC1=C(n2nnc([N+](=O)[O-])n2)C(c2cccnc2)C(C#N)=C(N)O1 (stereo not given)	-9.7	-1.9	i	20.1	-1.8	0.5	-19.0	i	-14.4
COc1ccc(OCC(=O)N2CCOCC2)cc1	-9.8	-1.3	i	3.0	-2.0	7.5	-1.3	i	2.2
CC1CCN(c2c(NCC3CCC(C(=O)N4CCCCC4)CC3)c(=O)c2=O)CC1 (stereo not given)	-3.2	2.4	i	3.4	1.0	-0.6	-2.1	i	-4.5
Cc1cc(-n2c(C)cc(C(=O)CSc3nc(N)cc(=O)[nH]3)c2C)no1	-0.3	-4.9	i	-5.8	9.1	-8.1	6.0	i	-6.9
Cn1c(SCC(=O)N2CCCC2=O)nnc1-c1ccccc1F	-3.1	-3.2	i	11.0	0.2	3.6	6.7	i	-7.9
Cc1nn(CC(O)Cn2c3c(c4ccccc42)CCN(C)C3=O)c(C)c1Br (stereo not given)	4.1	3.4	i	-3.8	-1.1	5.3	2.9	i	-7.9
NC(=O)c1ccc[n+](CC(=O)c2ccc(F)cc2)c1	-7.6	-1.9	i	-9.4	0.2	12.3	7.7	i	0.4
COCCCN(C(=O)c1ccc(-c2ccc(C(C)=O)cc2)o1)c1c(N)n(CC(C)C)c(=O)[nH]c1=O	-2.3	1.0	i	-3.8	0.6	15.6	-1.5	i	-4.5
CCCCNC(=S)Nc1ccc2nc(N3CCN(CC)CC3)cc(C)c2c1	-7.8	-0.9	i	-1.8	-7.8	12.7	2.3	i	-0.1
COc1ccc(CCNC(=O)CCNC(=O)N2CC(=O)Nc3ccccc32)cc1OC	-10.3	-0.6	i	14.3	-2.5	4.5	-0.3	i	0.8
Oc1cccc2ccc(/C=C/c3ccccc3Br)nc12	14.8	-1.9	i	-1.2	2.3	4.2	-3.5	i	-5.6
Cc1[nH]c2ccccc2c1C1=CN2CCS(=O)(=O)N=C2S1	-4.2	-0.4	i	10.1	3.7	7.4	-10.9	i	2.8
CC1=Nc2ccccc2/C1=C/c1c(N)n2c(S(=O)(=O)CC(C)C)nsc2nc1=O	5.7	3.3	i	-16.7	11.1	-3.9	2.1	i	2.5
Cc1ccc(/C=N/NC(=O)CNC(=O)c2ccc(C)c([N+](=O)[O-])c2)o1	5.5	-2.4	i	16.7	-3.7	-1.1	4.1	i	-5.0
Cc1cc(C)n2nc(SCc3cc(=O)oc4ccc5ccccc5c34)nc2n1	1.9	-2.8	i	40.2*	8.8	25.7	0.0	i	-4.9
CC(C)N(C)C(=O)c1ccc(OC2CCN(CCc3ccccc3)CC2)cc1	-4.8	1.9	i	8.6	-6.2	15.2	-1.1	i	2.4
COc1cc(C)nc(OCCNC(=O)COc2ccc(Cl)cc2C)n1	-5.3	1.0	i	0.3	0.2	-4.0	-3.5	i	2.7
NNc1nc(-c2ccccc2)c2cc(Br)ccc2n1	-2.6	-1.4	i	12.6	8.3	11.0	3.4	i	-2.8
O=C(CCNC(=O)c1ccccc1Cl)Nc1cccc(S(=O)(=O)N2CCCCC2)c1	0.7	0.3	i	-8.5	0.6	-1.9	-2.8	i	-0.5
CCC(C)NC(=S)N(CCc1ccccc1)Cc1cc2cc(OC)c(OC)cc2[nH]c1=O (stereo not given)	28.1	-3.5	i	-128.6	-0.6	5.4	-5.7	i	-8.5
CCCCCn1c(SCC(=O)c2ccccc2)nc2cc(C(=O)NCC3CCCO3)ccc2c1=O (stereo not given)	-5.5	-2.5	i	0.2	-1.8	-1.6	-0.9	i	-2.4
O=C(Nc1ccc2c(c1)OCO2)Nc1ccc(F)cc1F	-7.4	1.3	i	-0.1	-6.2	13.5	6.2	i	-2.1
Cc1cnc(C(=O)Nc2cccc3ncccc23)cn1	-13.1	-0.2	i	-1.6	-1.4	-12.4	-2.5	i	4.6
Cc1ccc(CN=C2NC(=O)C(CC(=O)NCCc3ccccc3)S2)cc1 (stereo not given)	-0.6	-7.1	i	-8.3	-1.7	12.3	4.8	i	2.3
CC(C)(C)C(=O)Nc1ccc(Oc2ccc3c(c2)C(=O)N(c2ccc(O)cc2)C3=O)cc1	-18.0	-1.5	i	4.9	-2.7	-19.0	0.2	i	2.6
CCCN1CCC(NC(=O)Nc2ccc(F)cc2F)CC1	-1.8	-4.4	i	-5.1	3.0	-5.0	4.1	i	-1.6
CCCS(=O)(=O)N1CCC(C(=O)N2CCc3ccccc3C2)CC1	-3.9	2.3	i	5.3	1.5	-10.5	-4.3	i	6.6
O=C(CN1CCN(S(=O)(=O)c2ccc(F)cc2)CC1)Nc1ccnn1C1CCCC1	-5.8	0.4	i	13.4	-3.4	12.9	-4.0	i	-1.1
N=c1c(C(=O)NCC2CCCO2)cc2c(=O)n3ccccc3nc2n1C1CCCCC1 (stereo not given)	-4.0	-0.7	/	-6.7	2.8	20.2	0.0	i	4.2
C=CCOC(=O)C1=C[C@H](C2CCCCC2)C[C@H](OCc2ccc(CO)cc2)O1	8.3	3.4	i	2.9	-4.7	-9.8	-0.8	i	0.4
COc1ccc(Cl)cc1NC(=O)NCc1ccccn1	-2.3	3.3	i	-13.1	-7.5	-9.1	-2.4	i	-4.2
O=C(Oc1c(Cl)cc(Cl)c2ccccc12)N1CCCC1	15.5	-4.5	i	7.5	-1.5	10.5	-1.0	i	-4.2
CC(C)CNC(=O)/C=C/c1cccs1	-8.3	-2.8	i	14.1	-4.4	6.0	-1.4	i	-0.2
Cc1cc(Sc2ccc([N+](=O)[O-])cn2)ccc1Br	15.6	-1.4	i	10.4	1.7	18.3	1.6	i	-1.9
C=CCN1C(=O)c2ccc(C(=O)N(C)CC(=O)Nc3c(C)cccc3C)cc2C1=O	-3.3	-2.8	i	-3.7	-1.1	0.1	-0.9	i	-0.6
COc1cccc(C2c3cc4c(cc3OC(N3CCCC3)C2C)OCO4)c1O (stereo not given)	21.9	1.7	i	-11.4	-2.7	26.7	1.6	i	-3.7
O=C(N/N=C/c1c(Nc2cccc(C(F)(F)F)c2)nc2ccccn2c1=O)c1ccccc1[N+](=O)[O-]	7.0	-2.5	i	11.5	32.4*	14.6	2.4	i	4.2
COC(=O)C(NC(C)=O)(Nc1nc2ccc(S(C)(=O)=O)cc2s1)C(F)(F)F (stereo not given)	-1.5	0.8	i	14.6	-2.8	-14.0	-3.0	i	11.3
COc1ccccc1C(=O)N/C(=C\c1cn(S(=O)(=O)N(C)C)c2ccccc12)C(=O)N1CCOCC1	21.0	0.1	i	-7.6	8.1	-2.3	0.9	i	-0.8
COC(=O)CCC(=O)OC1(C)C(=O)C=C2C=C(C3CC3)N(CCN3CCOCC3)C=C2C1=O (stereo not given)	3.9	-0.3	i	15.9	-0.7	4.1	-3.2	i	-5.7
CCCC(C)c1nnc(NC(=O)CCS(=O)(=O)Cc2ccccc2)s1 (stereo not given)	-7.4	-0.6	i	32.8	2.1	29.9	-3.4	i	0.4
COc1ccc(/C=C/C(=O)Nc2c(C(=O)O)[nH]c3ccccc23)cc1OC	-2.0	-0.3	i	-1.2	-6.2	-5.0	4.1	i	-1.1

9 structures out of the list, arranged by heavy-atom count, low to high.
SMILES	FAS-TE inh	Rin1-Abl PPI inh	Neddylation inh	MLLE-PAM2 inh	NadD inh	SKN-1 block	CSN deneddyl inh	Rpn11 inh	MT1-MMP act inh
Cc1cc(Sc2ccc([N+](=O)[O-])cn2)ccc1Br	15.6	-1.4	i	10.4	1.7	18.3	1.6	i	-1.9
NNc1nc(-c2ccccc2)c2cc(Br)ccc2n1	-2.6	-1.4	i	12.6	8.3	11.0	3.4	i	-2.8
Cc1[nH]c2ccccc2c1C1=CN2CCS(=O)(=O)N=C2S1	-4.2	-0.4	i	10.1	3.7	7.4	-10.9	i	2.8
O=C(Nc1ccc(S(=O)(=O)N2CCc3ccccc32)cc1)C(F)(F)F	9.2	0.5	i	1.6	-12.4	-4.4	-4.2	i	1.9
CCOc1ccc(C(C)=O)cc1CN1C(=O)NC2(CCCCC2C)C1=O (stereo not given)	-6.8	-3.9	i	7.2	-2.9	-12.7	0.8	i	3.7
CCCCNC(=S)Nc1ccc2nc(N3CCN(CC)CC3)cc(C)c2c1	-7.8	-0.9	i	-1.8	-7.8	12.7	2.3	i	-0.1
CC1=Nc2ccccc2/C1=C/c1c(N)n2c(S(=O)(=O)CC(C)C)nsc2nc1=O	5.7	3.3	i	-16.7	11.1	-3.9	2.1	i	2.5
O=C(CCNC(=O)c1ccccc1Cl)Nc1cccc(S(=O)(=O)N2CCCCC2)c1	0.7	0.3	i	-8.5	0.6	-1.9	-2.8	i	-0.5
N=c1c(C(=O)NCC2CCCO2)cc2c(=O)n3ccccc3nc2n1C1CCCCC1 (stereo not given)	-4.0	-0.7	/	-6.7	2.8	20.2	0.0	i	4.2

Not a hit list, and some 3.9% of all compounds hit somewhere here.
